NR1D1 modulator = Rev-erb alpha (human) modulation; activity, % at 10 µM; AID 1259318; Rev-erbα–FITC-DNA binding, fluorescence polarization, 90 min; actives 0.79% (n = 370,000);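 active means activity above about 14%, limit read from the data; passing the limit was not always enough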;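 further: 0% = DMSO wells with 35 nM protein and 100% = DMSO wells with 750 nM protein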
Target sequence (P20393 whole entry, looked up): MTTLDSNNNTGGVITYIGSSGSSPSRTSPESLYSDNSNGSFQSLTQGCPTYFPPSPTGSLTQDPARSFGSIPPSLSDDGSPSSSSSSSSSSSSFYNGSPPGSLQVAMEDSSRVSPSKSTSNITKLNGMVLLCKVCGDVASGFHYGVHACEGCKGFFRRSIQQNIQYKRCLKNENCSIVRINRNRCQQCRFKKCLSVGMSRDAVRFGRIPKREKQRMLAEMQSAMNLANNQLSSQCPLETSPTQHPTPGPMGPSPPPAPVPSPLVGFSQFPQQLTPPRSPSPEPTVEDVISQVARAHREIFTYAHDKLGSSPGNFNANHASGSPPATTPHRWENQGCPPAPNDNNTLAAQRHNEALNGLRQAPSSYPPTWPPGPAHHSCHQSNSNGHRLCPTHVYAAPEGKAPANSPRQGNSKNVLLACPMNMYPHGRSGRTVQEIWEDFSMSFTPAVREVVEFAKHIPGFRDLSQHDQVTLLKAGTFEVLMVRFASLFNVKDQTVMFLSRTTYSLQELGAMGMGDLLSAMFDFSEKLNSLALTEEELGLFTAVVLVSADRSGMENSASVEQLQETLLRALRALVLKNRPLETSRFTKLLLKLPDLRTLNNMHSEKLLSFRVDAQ
Tn6 DDE FP = inhibitors of Tn6 peptide binding to human fibrin DD(E); P02675; Fibrin DD(E) TRITC-Tn6 fluorescence polarization displacement; inhibition, % at 8.3 µM; actives 0.21% (n = 370,000); AID 720509;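 active means inhibition above a per-campaign cutoff: mean of compounds within control limits plus 3 SD, cut at about 15% in these data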;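 further: 0% = median of all compound wells on the plate and 100% = blocking peptide control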
UHRF1 MBD2 ctr = UHRF1 methyl-DNA binding inhibition. UHRF1 binding to methylated oligo, TR-FRET. AID 687016. Q96T88. actives 0.75% (n = 370,000). inhibition, % at 4.4 µM; in the data active means inhibition above about 21%;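 further: UHRF1 SRA domain binding a hemimethylated CpG hairpin DNA probe; 0% = median of test compound wells and 100% = reference inhibitor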
sPLA2-III inh = Blocks human group III sPLA2 activity | Q9NZ20 | QFRET BODIPY PC-A2 liposome hydrolysis, fluorescence | inhibition, % at 12.2 µM | actives 0.56% (n = 370,000) | AID 743126;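 active means inhibition above mean plus 3 SD of compounds lying within the high and low control bounds, cut at about 19% in these data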;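 further: 0% = median of test compound wells and 100% = no enzyme DMSO wells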
KLK7 zymogen act = activators of human kallikrein-7 zymogen; P49862; purified proKLK7, EDANS-DABCYL substrate fluorescence; 100% is mature enzyme control, 0% vehicle; activation, % at 7 µM; actives 0.9% (n = 370,000); AID 652039;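 active means activation above the mean of all tested compounds plus 3 SD, computed per campaign excluding outliers beyond control limits, cut at about 13% in these data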
Target sequence (P49862 whole entry, looked up): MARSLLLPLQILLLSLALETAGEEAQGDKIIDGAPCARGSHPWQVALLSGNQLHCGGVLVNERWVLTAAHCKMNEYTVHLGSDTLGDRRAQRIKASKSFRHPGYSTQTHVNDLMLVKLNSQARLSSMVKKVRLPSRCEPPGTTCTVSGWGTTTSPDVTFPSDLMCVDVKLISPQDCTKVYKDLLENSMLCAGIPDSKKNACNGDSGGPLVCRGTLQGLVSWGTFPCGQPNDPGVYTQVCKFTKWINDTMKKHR
PLCg1 inh = PLC-gamma1 (human) inhibition, primary screen; P19174; purified PLC-gamma1, fluorogenic substrate, fluorescence; inhibition, % at 12.2 µM; actives 0.84% (n = 370,000); AID 720700; in the data active means inhibition above about 9.5%
Tn7 DDE FP = disrupts Tn7 cyclic peptide binding to fibrin D-Dimer-E complex. P02675. FP displacement of FITC-Tn7 peptide from fibrin DD(E); 0% = median of compound wells per plate. inhibition, % at 8.3 µM. actives 0.13% (n = 370,000). AID 720508;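 active means inhibition above the mean of compounds falling within the control limits plus 3 SD of them, cut at about 14% in these data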;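 further: 0% = plate median of compound wells and 100% = 10 µM Aha-Tn7 peptide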
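Test system: human clot-derived fibrin DD(E) complex / Quantity: 2 µM final DD(E) protein / Incubation: 10 min plus 3 h, room temperature / Measured by: fluorescence polarization / Benchmarks: high control of 10 µM Aha-Tn7 peptide / Replicates: singlicate testing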
ARFGAP1 inhibitor = inhibits rat ARF GTPase activating protein 1; actives 0.26% (n = 360,000); Q62848; inhibition, % at 16.5 µM; Arfgap1-stimulated ARF1 GTP hydrolysis, GDP FP detection;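 active means inhibition above a per-plate limit, mean inhibition of low control wells plus 3 SD, cut at about 25% in these data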;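 further: 0% = DMSO wells with enzyme and 100% = wells lacking Arfgap1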
Target sequence (Q62848 1-136 limits assumed): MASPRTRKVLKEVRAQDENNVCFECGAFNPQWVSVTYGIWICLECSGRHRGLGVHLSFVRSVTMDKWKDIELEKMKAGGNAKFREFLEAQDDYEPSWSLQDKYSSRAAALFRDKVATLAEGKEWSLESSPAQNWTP
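Replicates: Single well per compound | Assay system: Truncated rat Arfgap1 GAP domain | Control set: No-Arfgap1 wells (100%) versus DMSO full-reaction wells (0%) | Times: Enzyme reaction 120 min at 25 °C after 20 min preincubation | Reagent: Human ARF1(Δ1-17)-GTP substrate | Measured by: Tracer-displacement fluorescence polarization with EDTA stop, 620/688 nm | Measure: Percent inhibition of Arfgap1-stimulated GTP hydrolysis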
PLCb3 inh = PLC-beta3 (human) inhibition, primary screen; actives 0.18% (n = 370,000); Purified PLC-beta3, fluorogenic substrate, fluorescence; inhibition, % at 12.2 µM; Q01970; in the data active means inhibition above about 11%;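 further: 0% = median of compound wells on plate and 100% = full blocker control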
ASAP1 inh = blocks human ASAP1-stimulated Arf1 GTP hydrolysis; Q9ULH1; GDP FP detection; inhibition, % at 16.5 µM; actives 0.19% (n = 360,000); AID 624377; in the data active means inhibition above about 25%;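 further: 0% = vehicle with enzyme and substrate and 100% = no enzyme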
Numbers without * were called inactive; i = inactive; . = no result given. No enrichment for hits, and some 4.5% of all compounds hit somewhere here.

SMILES | NR1D1 modulator | Tn6 DDE FP | UHRF1 MBD2 ctr | sPLA2-III inh | KLK7 zymogen act | PLCg1 inh | Tn7 DDE FP | ARFGAP1 inhibitor | PLCb3 inh | ASAP1 inh
COc1ccccc1OCCNC(=O)C1CC(=O)N(c2cccc(SC)c2)C1 (centres undefined) | 5.4 | -1.8 | 5.2 | -1.7 | 0.0 | 2.2 | -0.1 | 14.5 | -7.5 | -7.6
C[N+](=O)C1C(=O)Nc2ccccc21 (centres undefined) | -3.2 | -4.1 | -3.2 | 11.0 | 0.2 | 3.5 | 6.9 | -7.7 | 0.3 | -4.3
Cc1csc(NC(=O)c2ccc(S(=O)(=O)N3CCN(C)CC3)cc2)n1 | -1.6 | 4.7 | 6.6 | -0.5 | 0.5 | 2.2 | 8.4 | 5.3 | -6.1 | -9.1
O=C(COc1ccc2ccccc2c1)Nc1ccc(S(=O)(=O)N2CCCCCC2)cc1 | -1.7 | -12.3 | -0.7 | -14.9 | -0.6 | -4.4 | -2.9 | 12.9 | -5.4 | 15.3
COc1cc(C2C(Oc3ccccc3C)C(=O)N2Cc2ccc(F)cc2)cc(OC)c1OC (centres undefined) | -4.6 | 3.7 | -4.1 | -11.2 | -0.5 | 5.2 | 3.6 | 2.8 | 1.1 | -12.0
c1ccc(-c2nnc3sc(CN4CCC5(CC4)OCCO5)cn23)cc1 | -2.5 | 0.2 | 2.9 | -3.8 | 0.0 | 0.5 | -6.1 | 5.7 | 1.7 | 6.0
Cc1cc(C)cc(-n2nc(C)cc2N)c1 | -0.3 | 5.3 | 0.3 | 5.1 | 0.0 | -3.8 | -0.3 | 8.4 | 1.9 | 3.1
CCOC(=O)CC1C(=O)NCCN1C1CCCC1 (centres undefined) | 2.2 | 1.0 | 1.0 | 8.5 | 0.4 | -0.6 | -2.8 | 6.5 | -1.6 | -9.5
COC(=O)c1c(SCC(=O)Nc2ccc(C)cc2)nc(=O)[nH]c1C | 1.8 | -1.7 | 2.1 | -9.0 | 0.3 | 0.5 | 5.6 | 6.5 | 3.1 | -12.4
CCOC(=O)C1=C(C)NC(=O)NC1c1ccc(N(C)C)cc1 (centres undefined) | 2.6 | 2.2 | -0.1 | 2.6 | 0.0 | -5.4 | -5.2 | -1.2 | -5.2 | 5.0
CC(C)CCn1c(C(C)O)nc2ccccc21 (centres undefined) | 1.2 | -6.9 | 3.4 | -1.2 | -0.1 | 1.5 | 1.6 | -0.9 | 1.8 | 4.5
COc1ccc(S(=O)(=O)Nc2ccc(O)c(Sc3ncn[nH]3)c2)cc1 | 1.5 | -6.0 | 1.0 | -44.3 | -0.1 | 0.0 | 3.2 | 1.1 | -0.1 | -1.2
Cc1ccc(-c2cc3nc(-c4ccco4)cc(N4CCN(Cc5ccoc5)CC4)n3n2)cc1 | -6.1 | 4.6 | -4.1 | 0.5 | . | i | 4.8 | . | i | .
O=C(N/C(=C\c1ccc(-c2ccccc2)o1)C(=O)N1CCOCC1)c1ccccc1 | -4.0 | -5.2 | 3.8 | -13.6 | 1.3 | -30.5 | -3.5 | 4.2 | -41.9 | 2.7
O=C(NCc1cccnc1)c1ccc([N+](=O)[O-])o1 | 4.8 | -3.9 | -0.1 | 2.3 | -0.2 | 0.3 | -2.1 | 5.5 | 2.8 | -8.7
CCC(C)NC(=O)C1CCN(S(=O)(=O)c2cc([N+](=O)[O-])ccc2Cl)CC1 (centres undefined) | 1.7 | 3.0 | 1.3 | -0.9 | -0.3 | -0.3 | 10.1 | -9.7 | -5.6 | 9.5
C=CC[n+]1c(-c2ccc(C)cc2)csc1Nc1ccc(NC(C)=O)cc1 | 0.3 | -1.3 | -0.6 | 0.6 | 0.5 | 0.6 | 0.8 | -7.8 | -5.8 | 1.5
COc1ccccc1N1C(=O)C2C3C=CC(CC3)C2C1=O (centres undefined) | -2.1 | -6.8 | 3.3 | 8.6 | -0.7 | 0.8 | -4.2 | -11.6 | -6.5 | -2.8
CCOc1ccc(NC(=O)c2ccccc2CO)cc1 | -1.9 | 1.7 | -0.7 | -2.3 | -0.1 | -2.9 | 2.3 | -5.3 | 0.2 | -2.3
CCN(CC)C(=O)c1ccccc1NS(=O)(=O)c1ccc(C)cc1 | 1.5 | 1.8 | 2.2 | -5.3 | 0.5 | -0.2 | -1.1 | -11.4 | 4.8 | -7.3
CCCCCCCCNC(=O)C1CSCCS(=O)(=O)N1Cc1ccccc1 (centres undefined) | 0.7 | -0.1 | -0.9 | -0.3 | 0.6 | -0.2 | -0.3 | . | 4.5 | .
Cc1nnc(SCCn2c(N(C)Cc3ccccc3)nc3c2c(=O)[nH]c(=O)n3C)s1 | -5.0 | 2.2 | -0.2 | -2.8 | 0.0 | 2.1 | -8.9 | -0.6 | 5.1 | 14.6
O=S(=O)(NC(=S)NC1CCCCC1)c1ccccc1 | -2.5 | 8.4 | -0.8 | 9.7 | 0.2 | 1.5 | -3.5 | 9.6 | -5.7 | -5.0
O=C(Nc1ccc(C(=O)O)cc1)/C(=C/c1ccc2c(c1)OCO2)NC(=O)c1cccc(Br)c1 | 1.9 | -2.5 | -2.3 | -8.9 | 0.6 | -2.6 | 2.9 | -6.9 | -4.1 | 0.5
O=C(CCc1nnc2n(Cc3ccccc3)c(=O)c3ccccc3n12)NCCCN1CCCCC1 | 5.5 | 3.0 | 2.0 | -1.4 | 0.0 | 1.8 | 4.7 | 1.8 | -8.4 | 4.0
COC(=O)c1ccccc1NC(=O)C1CC(=O)N(c2ccc(OC)cc2)C1 (centres undefined) | -1.0 | 2.5 | -0.7 | -7.0 | 0.0 | -0.9 | 1.7 | 4.3 | -7.8 | -0.8
CCCC(C)NC(=S)NC(=O)c1cc(S(=O)(=O)N2CCOCC2)ccc1C (centres undefined) | 4.8 | -2.1 | 6.1 | -1.3 | 0.1 | 1.9 | 3.9 | 1.1 | 0.7 | 2.8
N#CSCC(=O)c1cccc2ccccc12 | 6.7 | -3.8 | 2.5 | -0.6 | -1.3 | -5.8 | 2.9 | -6.6 | -2.6 | -8.9
CCOC(=O)N1CCc2c(sc(NC(=O)CN(CC)CC)c2C#N)C1 | -2.5 | 0.6 | -0.8 | 10.8 | 0.1 | 0.0 | 1.8 | -11.6 | -7.0 | -8.4
CC(C)(C)c1ccc(OC(=O)c2ccc(-n3cncn3)nc2)cc1 | -3.4 | 4.0 | 9.7 | -5.3 | 0.1 | 0.4 | -0.7 | -15.5 | -8.5 | 3.0
COc1cc(CC(=O)N2CCC(n3nccc3NC(=O)C3CC3)CC2)cc(OC)c1OC | -3.6 | 0.4 | 1.1 | 4.6 | -0.4 | -0.1 | 3.8 | 5.2 | -2.0 | 4.4
NS(=O)(=O)c1cccc(NC(=O)COC(=O)CCCc2c[nH]c3ccccc23)c1 | -1.7 | -1.2 | -1.4 | -68.9 | -0.7 | -8.4 | 4.5 | -4.4 | -11.7 | 7.4
COC(=O)C(=CC(=CN(C)C)C=C(C(=O)OC)C(=O)OC)C(=O)OC | -5.1 | -3.2 | 0.1 | 6.7 | 0.5 | -3.5 | 1.2 | 5.7 | -10.0 | 4.3
Cc1csc(CNC(=O)C2CCC(=O)N(CCCc3ccccc3)C2)n1 (centres undefined) | 3.4 | -8.7 | 0.8 | 9.5 | -0.2 | 1.1 | 2.7 | -4.7 | -5.4 | 0.1
Cc1ccc2cc(CN(Cc3ccccc3)Cc3nnnn3C3CCCC3)c(=O)[nH]c2c1 | -0.4 | 1.2 | 0.1 | -0.1 | 0.2 | -2.2 | 5.2 | -4.8 | -1.9 | 4.9
COC(=O)c1noc(-c2ccc(OC)cc2)n1 | -1.0 | 3.9 | -3.5 | -2.0 | 0.3 | 1.3 | -4.3 | 0.6 | -0.7 | -4.4
O=C(Nc1ccc([N+](=O)[O-])cc1)c1cc2ccccc2nc1Cl | -0.9 | 1.8 | 9.2 | 8.1 | -0.1 | 1.4 | 1.3 | 15.3 | -9.9 | -0.8
CSc1ncc(CN2CCCC(C(=O)Nc3ccc(-c4ccco4)cc3)C2)cn1 (centres undefined) | -16.7 | -8.8 | 0.2 | -17.9 | -1.2 | -9.5 | 0.9 | 1.8 | -25.1 | 11.2
CN1CCC(=O)N([C@H](CSc2ccccc2)Cc2ccccc2)CC1 | -0.2 | 2.6 | -1.4 | -3.9 | 0.3 | 2.6 | -3.5 | -3.0 | 1.6 | -7.5
CS(=O)(=O)N(CC(=O)NCCSc1ccccc1)c1ccc2c(c1)OCO2 | -2.6 | 5.2 | 0.6 | 2.9 | -0.6 | -1.3 | -10.2 | 6.3 | 0.7 | 7.4
COc1ccc(N2C(=O)Cc3c2nc(N)c(C#N)c3N)cc1 | -6.5 | 8.0 | -1.1 | -5.9 | -0.1 | -0.1 | -0.6 | -5.2 | -7.1 | -11.7
CC(=O)Nc1ccc(-c2sc(Nc3ccccc3)n[n+]2C)cc1 | -3.7 | 0.6 | 17.1 | -7.1 | 0.1 | -1.8 | -3.4 | -0.2 | 1.6 | -10.1
Cc1ccc(C)c(N2CCN(C(=O)CCc3nc(-c4ccccc4F)no3)CC2)c1 | 3.7 | 2.8 | 1.6 | 3.1 | 0.2 | -3.9 | -5.7 | -1.5 | -5.9 | 1.9
COc1cccc(CSc2nnc(CSc3nc4nc(C)cc(C)n4n3)s2)c1 | 4.7 | 0.4 | 4.4 | -3.1 | 0.0 | -2.1 | 5.1 | 10.6 | -0.1 | 4.1
COc1cc(C)c(C)cc1S(=O)(=O)NC1CC(C)(C)NC(C)(C)C1 | 3.8 | 6.8 | -3.2 | 8.2 | 0.4 | 2.7 | -8.5 | 1.7 | -4.8 | 4.5
Cc1noc(C)c1COc1ccc(C(=O)Nc2ccccn2)cc1 | -0.3 | -8.8 | -3.5 | -5.6 | 0.5 | 2.1 | -4.2 | -0.3 | -3.0 | 6.0

From PubChem
